PPC-1+TRAIL kill: compounds killing PPC-1 cancer cells with TRAIL present, primary screen, TRAIL potentiator project, ATPLite luminescence, uHTS | PPC-1 cells + TRAIL, ATPLite viability luminescence | cell killing (% activity), % at 4 µM | 0.41% of 220,000 active;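 active = cell killing above 50% in the first pass at 4 µM, then a duplicate retest at 5 µM averaging 50% or more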;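 also: plate controls were cells with TRAIL plus DMSO for no effect and medium-only wells lacking cells for full effect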
EBV gp42 inh: Epstein-Barr virus gp42 inhibitors, primary screen, biochemical, uHTS, fluorescence polarization; 0.42% of 220,000 active; inhibition, % (tested at 21.74 µM); Glycoprotein 42 (Epstein-Barr virus (strain AG876)), Q1HVG2; Fluorescence polarization binding assay, mP read-out; in the data active = inhibition above about 50%
p47phox inh: p47phox/p22phox peptide binding inhibitors, primary screen, biochemical, uHTS, NADPH oxidase regulatory subunit. inhibition, % at 24.7 µM. Neutrophil cytosol factor 1 (Homo sapiens), P14598. fluorescence polarization, 2 h. AID 1274, 2008. 0.53% of 220,000 active;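 active = inhibition above about 30%, limit read from the data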;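 also: 0% = p47phox with labelled peptide and 100% = labelled peptide alone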
Target sequence (P14598 whole entry, looked up): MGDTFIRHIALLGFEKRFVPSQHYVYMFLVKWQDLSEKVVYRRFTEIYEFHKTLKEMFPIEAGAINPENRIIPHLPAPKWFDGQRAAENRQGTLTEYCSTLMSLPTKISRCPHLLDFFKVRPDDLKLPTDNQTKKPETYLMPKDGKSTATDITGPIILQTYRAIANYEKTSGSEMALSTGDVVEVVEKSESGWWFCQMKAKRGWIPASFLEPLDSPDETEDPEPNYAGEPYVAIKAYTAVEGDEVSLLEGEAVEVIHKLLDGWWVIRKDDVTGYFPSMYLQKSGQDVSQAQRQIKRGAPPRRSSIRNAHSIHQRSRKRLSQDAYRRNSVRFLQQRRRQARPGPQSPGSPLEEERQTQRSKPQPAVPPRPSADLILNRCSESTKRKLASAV
Runt-SMMHC FRET: inhibitors of RUNX1 Runt–CBFb-SMMHC binding, primary screen, biochemical, FRET, Cerulean-Runt, Venus-CBFb-SMMHC, uHTS | Runt-related transcription factor 1 (Homo sapiens) + Core-binding factor subunit beta … | Cerulean-Runt/Venus-CBFb-SMMHC FRET ratio 530/480, 1 h | inhibition, % at 20 µM | 0.74% of 220,000 active | AID 1434, 2008;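 active = mean inhibition across duplicate retests at 20 µM reaching about 50%, limit read from the data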;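 also: 0% = DMSO wells and 100% = wells with excess untagged CBFb-SMMHC; inhibitors lower the FRET ratio by blocking Runt binding to CBFb-SMMHC; some results filed as inactive read as strong as hits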
TRPN1 ag: zebrafish TRPN1 channel agonists, primary screen, cell-based, HEK293, calcium fluorescence; transient receptor potential cation channel N1 (TRPN1/NompC), Danio rerio; HEK293 zebrafish TRPN1-YFP, Fluo-8 calcium fluorescence; 100% = response to 87 µM carbachol; activation, % at 3 µM; 0.18% of 220,000 active;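 active = activation above its plate's cutoff, the mean activation of test wells on that plate plus 3 SD, cut at about 19% in these data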;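 also: 0% = DMSO alone and 100% = 87 µM carbachol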
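Material: zebrafish TRPN1-YFP in HEK293 cells. Doses: one dose of 3 µM, 0.3% DMSO. Incubation: dye 1 h 37 °C plus 30 min RT. Measured by: intracellular calcium fluorescence with Fluo-8.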
TNF necrop inh: inhibitors of TNF-alpha triggered necroptosis, primary screen, cell-based, Jurkat FADD-/-, single concentration; activation (protection from cell death), % at 10 µM; 0.068% of 220,000 active; AID 463075, 2010; Jurkat FADD-/- TNF necroptosis rescue, ATP luminescence, 24 h; 0 = TNF only, 100 = no-TNF cells;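 active = activation, meaning protection from cell death, of at least 50% relative to plate controls; inactive = activation below 50%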;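 also: necroptosis triggered by 40 ng/mL TNF-alpha added together with compound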
TRPML3 agonist: human TRPML3 channel agonists, primary screen, cell-based, HEK293 TRPML3-YFP, Fluo-8 calcium fluorescence, 3 µM; 100% = the carbachol control signal; AID 1448, 2008; activation, % at 3 µM; 0.29% of 220,000 active; Mucolipin-3 (Homo sapiens), Q8TDD5;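 active = activation above its plate's cutoff, the mean activation of the plate's test wells plus 3 SD, cut at about 12% in these data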;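 also: 0% = DMSO only wells and 100% = carbachol wells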
Target sequence (Q8TDD5 whole entry, looked up): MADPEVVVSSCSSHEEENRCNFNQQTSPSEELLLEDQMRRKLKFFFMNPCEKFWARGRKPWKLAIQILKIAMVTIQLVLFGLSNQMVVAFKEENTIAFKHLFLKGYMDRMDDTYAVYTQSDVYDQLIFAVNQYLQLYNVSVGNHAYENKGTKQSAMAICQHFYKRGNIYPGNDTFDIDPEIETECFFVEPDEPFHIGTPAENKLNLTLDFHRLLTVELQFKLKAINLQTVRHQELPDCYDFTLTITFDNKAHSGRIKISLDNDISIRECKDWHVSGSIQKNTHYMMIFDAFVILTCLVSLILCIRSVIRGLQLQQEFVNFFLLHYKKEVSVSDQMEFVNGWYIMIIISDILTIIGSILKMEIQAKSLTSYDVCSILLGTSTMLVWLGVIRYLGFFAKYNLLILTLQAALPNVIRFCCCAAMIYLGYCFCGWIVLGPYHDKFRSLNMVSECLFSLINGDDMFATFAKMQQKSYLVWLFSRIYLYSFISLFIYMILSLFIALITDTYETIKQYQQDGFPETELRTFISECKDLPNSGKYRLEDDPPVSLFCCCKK
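Test system: TRPML3-YFP stable HEK293 cells. Doses: single point at 3 µM. Incubation: dye loading 1 h 37 °C then 30 min ambient, 125 s read. Signal: Fluo-8 calcium dye fluorescence, ex 470-495, em 515-575 nm. Measure: percent activation from peak-to-basal fluorescence ratio, scaled between DMSO and carbachol.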
CHOP inh: inhibitors of CHOP promoter induction, primary screen, cell-based, unfolded protein response, luciferase reporter; 3.8% of 220,000 active; CHO-K1 CHOP-promoter luciferase, tunicamycin-induced, 15-18 h; inhibition, % at 10 µM;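 active = compounds that reduced the stress-induced luciferase reporter signal by more than about 70% of percent inhibition, limit read from the data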;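 also: 0% = tunicamycin plus vehicle and 100% = wells without tunicamycin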
Mdm2 ligase inh: MDM2-luciferase reporter signal enhancers, primary screen, MDM2 E3 ligase inhibitor project, cell-based, luminescence, 1536-well. E3 ubiquitin-protein ligase Mdm2 (Homo sapiens), Q00987. cell-based MDM2 ubiquitination luciferase reporter, 2 h; 0 = plate control, 100 = twice control, blank-subtracted. signal enhancement, % at 5 µM. 0.11% of 210,000 active;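 active = signal enhancement of 30% or more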;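 also: luminescence tracks abundance of the self-degrading MDM2-luciferase fusion protein; higher signal means inhibition of MDM2 E3 ligase activity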
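Timing – 2 h compound exposure at 37 °C · Assay system – mammalian cells stably expressing self-ubiquitinating, self-degrading MDM2 E3–luciferase fusion · Amount – 2000 cells seeded into each well · Measure – % luminescence enhancement versus blank-corrected plate control mean · Measured by – SteadyLite luminescence, 15 min reagent step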
* = called active by the depositor; . = not tested or not shown; [ ] = remark or other dose.

SMILES	PPC-1+TRAIL kill	EBV gp42 inh	p47phox inh	Runt-SMMHC FRET	TRPN1 ag	TNF necrop inh	TRPML3 agonist	CHOP inh	Mdm2 ligase inh
C/C(NC(=O)c1ccccc1F)=C1\C(=O)C[C@@H]2[C@H]1C2(C)C	12	-20	-16	1	-0.5	1.2	-1.0	56	-10
O=C(COc1ccc(F)cc1)NC1CC1	2	-10	-15	-2	0.0	0.0	-0.2	52	-17
O=C(COC(=O)/C=C/c1ccco1)Nc1ncc(C(F)(F)F)cc1Cl	10	8	-17	-1	1.6	0.2	0.9	20	-24
CN1C(C(=O)NCc2cccc(C(F)(F)F)c2)CC2Cn3c(nc4ccccc43)C21 (centres undefined)	4	-14	-14	1	.	1.3	.	5	19
O=C(c1cccc([N+](=O)[O-])c1)N1CCOCC1	-1	10	-11	1	-0.3	0.7	0.9	4	-9
COc1ccc2nc(N/C(N)=N/C(=S)Nc3c(C)cccc3C)nc(C)c2c1	-4	-16	6	-4	-1.4	-2.1	-0.1	31	-35
Cc1cc(C)n(-c2ccc(C(=O)OCc3nnc(-c4ccccc4)o3)cc2)n1	16	-21	-20	3	0.4	2.4	0.8	0	-2
Cc1cc(C)c2c(c1)c(C)cc1nnc(SCC(=O)NCc3ccco3)n12	24	3	-10	6	-2.0	-1.7	-2.0	22	-3
Oc1c(C(c2cccs2)N2CCOCC2)sc2ncnn12 (centres undefined)	8	-6	-6	2	0.6	0.6	0.7	40	4
CC12CCC(C(=O)Nc3ccc(Cl)cc3)([C@H](Br)C1=O)C2(C)C (some centres undefined)	9	-15	-2	-5	0.7	3.6	1.5	5	-7
CCOC(=O)c1c(NC(=O)c2ccccc2Br)sc2c1CCc1ccccc1-2	19	-21	-10	2	1.2	0.0	0.7	32	-7
CCN=C1S/C(=C\c2ccc(OCC)c(OC)c2)C(=O)N1CC	1	-3	-25	-11	0.3	0.8	0.6	49	-4

Compound profiles (already shown):
`Cc1cc(C)n(-c2ccc(C(=O)OCc3nnc(-c4ccccc4)o3)cc2)n1` is listed as PPC-1+TRAIL kill = 16; EBV gp42 inh = -21; p47phox inh = -20; Runt-SMMHC FRET = 3; TRPN1 ag = 0.4; TNF necrop inh = 2.4; TRPML3 agonist = 0.8; CHOP inh = 0; Mdm2 ligase inh = -2
`C/C(NC(=O)c1ccccc1F)=C1\C(=O)C[C@@H]2[C@H]1C2(C)C` is listed as PPC-1+TRAIL kill = 12; EBV gp42 inh = -20; p47phox inh = -16; Runt-SMMHC FRET = 1; TRPN1 ag = -0.5; TNF necrop inh = 1.2; TRPML3 agonist = -1.0; CHOP inh = 56; Mdm2 ligase inh = -10

Following part:
SMILES	PPC-1+TRAIL kill	EBV gp42 inh	p47phox inh	Runt-SMMHC FRET	TRPN1 ag	TNF necrop inh	TRPML3 agonist	CHOP inh	Mdm2 ligase inh
CNC(=O)NC(=O)C(C)OC(=O)c1c2c(nc3ccccc13)/C(=C/c1cccs1)CC2 (centres undefined)	13	6	-28	-46	-0.1	-4.6	0.3	47	-11
CCOC(=O)CSC1=N/C(=C/c2ccc(-n3cncn3)cc2)C(=O)N1C(C)=O	0	-7	1	10	1.6	-2.7	0.4	30	-18
CCCCOc1ccc(C(O)(CC)CCN2CCOCC2)cc1 (centres undefined)	6	-1	12	1	-0.2	-2.4	0.4	17	-12
CCOc1cc(Br)c(C(=O)O)cc1OCC	1	-11	-17	1	-0.1	-0.6	-0.1	-3	-6
COC(=O)COc1ccc2oc(=O)cc(C)c2c1	-13	-13	-13	1	-0.1	-0.6	0.1	-4	-9
COc1ccc(C)cc1C1=Nc2ccccc2C1(C)C	8	-9	-3	-2	-3.8	1.0	-1.0	5	30*
CC(C)CNC(=O)N[C@@H](CC(C)C)C(=O)O	17	-11	-34	-2	1.1	1.1	-0.1	-4	-1
CCc1c(C(=O)N/N=C/c2cn[nH]c2-c2ccc(F)cc2)csc1C	12	-5	-7	-6	-0.2	2.5	-0.8	33	-4
CC1CCc2c(C(=O)Nc3ccc(OC(F)(F)F)cc3)csc2C1 (centres undefined)	0	-20	-11	-4	0.0	3.3	1.5	63	-11
CS(=O)(=O)c1sc(C(=O)NC(=O)Nc2cccc(C(F)(F)F)c2)c2c1C=CCC2	25	-4	2	3	-0.2	2.9	0.7	42	5
CCOC(=O)N1CCN(c2ccccc2OC)CC1	16	-8	-4	1	1.9	-0.4	-0.6	6	-5
Cn1c(Cn2c(=O)sc3ccccc32)nnc1SCC(=O)NCC1CCCO1 (centres undefined)	1	-23	-10	2	0.5	0.8	0.1	-19	-6
Cc1ccc(-n2c(SCC(=O)OC(C)C)nnc2-c2ccncc2)cc1	8	-4	-5	0	0.7	-0.8	0.8	17	-6
CCCN(CCC)CCCNC(=O)CC1Nc2ccccc2NC1=O (centres undefined)	4	.	.	-1	1.4	0.2	0.4	.	-15
Cc1ccc(S(=O)(=O)n2nc(OC(=O)c3cccs3)cc2N)cc1	-12	3	-10	-1	0.2	-2.1	0.2	29	-18
CCOC(=O)/C(C#N)=C\c1c(OCC)n(CC)c2ccccc12	8	10	-17	2	-1.1	2.8	-0.5	46	-6
COc1cc(/C=N/NC(=O)CC2(C)OCCCO2)ccc1OCc1ccccc1	0	9	-9	-4	1.2	1.4	0.5	40	5
N#CNC(=Nc1cccc(C(F)(F)F)c1)SCc1ccc(C(=O)O)cc1	-1	-9	-10	-3	1.3	1.3	0.5	-1	-11
CC(C)(C)C(=O)Nc1ccc(-c2csnn2)cc1	3	-14	-13	3	1.1	2.9	-0.1	-28	-17
Cc1ccc(NC(=O)CCC(=O)NNC(=O)c2ccccc2[N+](=O)[O-])c(C)c1	-10[5 µM]	-9	-3	-3	1.5	-0.7	0.7	-2	-1
CCOC(=O)c1cc2c(=O)[nH]ccc2nc1C	22	.	.	-6	0.0	-2.5	0.7	.	-11
COc1ccc2c(c1)c1ncn(CC3CCCO3)c(=O)c1n2C (centres undefined)	0	-7	-7	2	-2.2	3.7	0.6	-4	-5
COCCNC(=O)/C(C#N)=C/c1cccc(OCc2ccccc2)c1	6	6	1	2	-1.3	2.3	0.4	-8	-40
CS(=O)(=O)c1cccc(NC(=O)c2ccc(Cl)c(Cl)c2)c1	15	7	-4	-1	3.9	3.0	0.5	-11	-15
CCOC(=O)C(C(=O)Nc1cccc(C)c1)C1CCCCC1 (centres undefined)	20	-3	-3	0	-0.3	1.7	-0.1	34	-9
Clc1ccccc1OCc1nnc(-c2ccccc2)o1	18	-17	-8	1	-2.2	0.3	-0.9	-9	-3
NCC(c1ccccc1)c1c[nH]c2ccccc12 (centres undefined)	0	-13	-14	3	-0.7	1.8	0.2	-14	-7
CCC1(C)CC2(CCCN(CCC(O)(c3ccccc3)c3ccccc3)C2)CCO1 (centres undefined)	13	-4	2	2	-4.0	2.1	-1.9	-8	-6
COC(=O)C1=C(C)N(c2cccc(C(C)=O)c2)C(=O)C1	33	-3	-9	-6	0.5	-4.3	-0.4	2	-6
CC(OC(=O)c1cccnc1)C(=O)Nc1ccc2c(c1)OCO2 (centres undefined)	-1	4	-4	-3	0.8	-1.0	0.6	7	-7
COc1cc(NC(=O)CSc2nnnn2Cc2ccccc2)cc(OC)c1	-8	-1	2	2	1.3	0.5	-0.6	13	-1
O=C(CCCOc1ccccc1)n1nnc2ccccc21	7	12	-6	5	1.1	1.1	1.2	-8	.
CCOC(=O)c1[nH]c2ccc(OC)cc2c1NC(=S)N1CCN(c2ccccn2)CC1	7	2	-7	3	-1.4	0.9	0.1	-10	-4
Cc1ccc(CSC2=Nc3ccccc3C3=NC(CC(=O)NCc4ccco4)C(=O)N23)cc1 (centres undefined)	-8	5	-61	2	0.1	-1.7	-0.5	12	13
CCOC(=O)C1CCN(C(c2cc3ccc(C)cc3[nH]c2=O)c2nnnn2C2CCCCC2)CC1 (centres undefined)	8	10	-9	-36	1.3	-0.6	0.3	55	-14
CCOc1ccc(OCc2ccc(C(=O)NCC3CCCO3)o2)cc1 (centres undefined)	-1	0	-10	0	0.1	1.3	-0.3	8	9
COc1ccc(CN2C(=O)[C@@H]3C(c4ccccc4Cl)=NO[C@@H]3C2=O)cc1	19	-27	7	-8	-0.7	1.2	0.7	4	3
CC1(C)CC(=O)C(C=NCCN2CCN(C(=O)CC3CCCC3)CC2)=C(O)C1	0	-8	-3	-1	0.9	-1.1	-0.1	25	-59
CC1CCN(c2c(NCc3ccc(C(=O)N4CCc5ccccc54)cc3)c(=O)c2=O)CC1	5	-14	-11	-6	-1.6	-12	-0.1	14	5
COc1cc(C(=O)Nc2nc3ccc(C)cc3s2)ccc1OCc1c(C)noc1C	12	-15	-21	-12	1.9	-7.9	0.5	-46	-9
COc1cc(CN2CCC(C(=O)NC3CCCC3)CC2)cc(OC)c1O	-17	4	-4	2	-1.2	-0.5	0.2	7	-14
COCCNC(=O)c1cc(-c2cccs2)on1	8	-1	-15	-2	0.9	-8.1	0.2	22	-23
O=C(c1cc2cc(Br)ccc2oc1=O)N1CCCC1	-8	-10	-7	0	1.9	0.5	0.9	22	-6
COCc1cc(C)nc(OCC(=O)N/N=C/c2ccc(C)cc2)c1C#N	12	-12	-6	-5	-1.0	-3.4	-0.3	24	-7
O=C(N/N=C/c1ccc2c(c1)OCO2)c1ccc(Br)o1	8	-7	-4	3	-0.3	0.5	0.6	7	-23
O=C(COC(=O)CNS(=O)(=O)c1cccc(Br)c1)NC(=O)Nc1ccc2c(c1)OCCO2	0	-5	-8	5	-0.5	1.7	-0.7	4	-8
CCOC(=O)c1c(C2CC2)csc1NC(=O)COC(=O)CCS(=O)(=O)c1ccc(C)cc1	4	-12	-9	-1	0.3	-1.2	0.6	-33	-10
Cc1c(/C=N/N2C(=O)C3C4C=CC(C4)C3C2=O)c2ccccc2n1C (centres undefined)	18	-5	-2	3	0.0	1.3	0.1	45	-10
CC(=O)C1=C(O)C(=O)N(CCc2c[nH]c3ccccc23)C1c1ccc(C)cc1 (centres undefined)	12	-12	-5	3	-0.4	-1.1	0.5	1	1
